Compound activity (PubChem)
PvdQ inh = blocks Pseudomonas aeruginosa PvdQ acylase activity; inhibition, % at 10 µM; AID 488965; 340,000 tested, 0.063% active; purified PvdQ acylase, fluorescence plate reader; in the data active means inhibition above about 30%, passing the limit was not always enough; inconclusive means no clear call, values can overlap the other calls;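 further: 0% = vehicle neutral wells and 100% = reference inhibitor wells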
Rtt109 HAT inh = blocks Candida albicans Rtt109/Vps75 acetyltransferase activity; inhibition, % at 34.9 µM; purified Rtt109/Vps75, ThioGlo CoA-SH fluorescence, 4 h; AID 540336; Q5AAJ8; 330,000 tested, 0.16% active;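 active means inhibition of at least 50% in every replicate; inconclusive means best replicate reaches 50% inhibition but some replicates fall short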
SR-BI DiI-HDL act = SR-BI HDL lipid transfer activation. CHO ldlA[mSR-BI] cells, DiI-HDL uptake fluorescence, 3 h; 100 = double the neutral-control signal. activation, % at 12.5 µM. 320,000 tested, 0.096% active. AID 504775;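 active means mean replicate activation of at least 60% and every replicate at or above 60%; inconclusive means mean or all-replicate condition met, but not both; inactive means mean below 60% and not all replicates reaching 60%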;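 further: 0% = median plate neutral-control signal and 100% = twice that signal; values of inactives mirror those of a sister screen read the other way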
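Material: SR-BI-overexpressing, LDLR-lacking CHO cells; schedule: compound exposure 3 h, 37 °C; reagent: DiI-labelled HDL at 10 µg/mL final; technique: bottom-read fluorescence, 550/595 nm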
HTR5A ag ctr = HTR5A agonism, opioid heterodimer counter-screen; P47898; HTR5A agonist assay, luminescence, cell-based; activation, % at 9.3 µM; 340,000 tested, 0.61% active; AID 504692; in the data active means activation mostly above about 9.5%, no sharp cut-off; inactive means mostly below about 7.6%;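 further: 0% = cells with vehicle only and 100% = reference agonist; strong numbers were not always called active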
Target sequence (P47898 whole entry, looked up): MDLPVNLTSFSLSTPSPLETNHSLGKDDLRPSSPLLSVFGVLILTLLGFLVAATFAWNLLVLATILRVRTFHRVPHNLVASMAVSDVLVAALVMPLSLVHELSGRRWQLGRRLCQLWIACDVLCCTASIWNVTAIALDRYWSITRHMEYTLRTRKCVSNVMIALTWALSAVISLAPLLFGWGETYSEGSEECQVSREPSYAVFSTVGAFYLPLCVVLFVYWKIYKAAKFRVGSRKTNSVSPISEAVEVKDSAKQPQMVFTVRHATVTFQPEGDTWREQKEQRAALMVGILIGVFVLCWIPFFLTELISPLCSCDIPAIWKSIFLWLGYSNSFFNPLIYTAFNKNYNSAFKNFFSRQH
MITF TRPM1 HTS = activators of MITF-driven TRPM1 promoter activity in SK-MEL-5 cells. AID 588334. activation, % at 12.5 µM. SK-MEL-5 TRPM1-promoter luciferase, 24 h; % of positive control, neutral wells = 0. 300,000 tested, 0.75% active;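 active means mean activation of at least 80% with every replicate also reaching 80%; inconclusive means mean reaches 80% but some replicate falls short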;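 further: 0% = neutral control wells and 100% = parthenolide positive control wells; values of inactives mirror those of a sister screen read the other way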
Wnt act = Wnt/beta-catenin pathway activation. activation, % at 9.35 µM. 300,000 tested, 1.2% active. AID 743398. Wnt/beta-catenin reporter cell assay, activator, plate reader; in the data active means activation above about 30%, passing the limit was not always enough; inconclusive means no clear call, values can overlap the other calls;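 further: 0% = neutral control wells and 100% = positive control wells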
dFosB activator = activators of mouse delta FosB homodimer; purified delta FosB, TAMRA-CDK5 oligo fluorescence polarization; percent of positive-control signal above neutral wells; activation, % at 25 µM; AID 493131; 340,000 tested, 0.99% active;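 active means mean activation above about 17%, with every replicate also reaching it, limit read from the data, passing the limit was not always enough; inconclusive means only one of the two conditions met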;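 further: fluorescence polarization rise as delta FosB binds a TAMRA Cdk5 AP-1 oligo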
cardiac RTF act = cardiac RTF calcium sensitization; AID 493008; activation, % at 7.2 µM; IANBD-labeled TnC RTF fluorescence at EC20 calcium; 0% EC20 calcium, 100% full calcium; 340,000 tested, 0.24% active; P19429+P45379;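 active means activation above the mean over all tested compounds plus 3 SD, cut at about 30% in these data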;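 further: rise in fluorescence read as greater calcium sensitivity of cardiac thin filaments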
CDK5 inh = inhibitors of human CDK5/p35 kinase. Q00535+Q15078. Recombinant CDK5/p35, ADP-Glo luminescence, 60 min. inhibition, % at 10 µM. 330,000 tested, 0.01% active. AID 488839;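 active means highest replicate inhibition of at least 50% and at least 75% of replicates reaching 50%; inconclusive means only one of the two criteria met; inactive means both criteria failed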;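 further: plate controls were DMSO neutral control for no effect and GW8510 at 10 µM for full effect; many of its hits are not listed in these tables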
SR-BI HDL uptake = inhibitors of mouse SR-BI mediated HDL lipid uptake; 320,000 tested, 0.96% active; Q61009; inhibition, % at 12.5 µM; ldlA[mSR-BI] CHO cells, DiI-HDL uptake fluorescence, 3 h;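 active means mean replicate inhibition of at least 70% and a set share of replicates each scoring 70 or more; inconclusive means meets just one of the two criteria; inactive means fails both criteria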;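 further: 0% = median of neutral control wells and 100% = median of positive control wells; values of inactives mirror those of a sister screen read the other way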
Target sequence (Q61009 whole entry, looked up): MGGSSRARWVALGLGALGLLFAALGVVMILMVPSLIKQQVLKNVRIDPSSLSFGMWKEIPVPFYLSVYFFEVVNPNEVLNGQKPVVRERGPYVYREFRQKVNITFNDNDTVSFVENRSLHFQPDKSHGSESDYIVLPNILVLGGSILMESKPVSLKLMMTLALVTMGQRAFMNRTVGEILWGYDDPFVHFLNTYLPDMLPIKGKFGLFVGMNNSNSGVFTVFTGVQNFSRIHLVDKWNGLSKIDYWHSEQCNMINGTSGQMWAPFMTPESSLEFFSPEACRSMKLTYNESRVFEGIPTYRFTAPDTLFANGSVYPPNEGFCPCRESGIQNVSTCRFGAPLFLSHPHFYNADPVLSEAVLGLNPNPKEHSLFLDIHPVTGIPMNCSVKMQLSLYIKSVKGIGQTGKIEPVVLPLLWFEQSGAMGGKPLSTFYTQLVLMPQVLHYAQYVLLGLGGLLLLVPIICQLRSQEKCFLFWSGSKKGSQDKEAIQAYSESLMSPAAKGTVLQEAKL
Starred values were filed as active, the others as inactive; ? = inconclusive; nt = no result given.

entry	canonical_smiles	PvdQ inh	Rtt109 HAT inh	SR-BI DiI-HDL act	HTR5A ag ctr	MITF TRPM1 HTS	Wnt act	dFosB activator	cardiac RTF act	CDK5 inh	SR-BI HDL uptake
1	CCOC(=O)c1c(NC(=O)CNCCO)sc(C)c1C	8	0	-12	-2	3	nt	-2	-3	-0.5	12
2	Cc1ccc2c(c1)N(CC(=O)NCc1ccco1)C(=O)CO2	0	14	2	-8	nt	-3	0	3	-0.3	-2
3	CN(C)/N=C1\C(=O)N(CN2CCN(c3ccccc3)CC2)c2ccccc21	2	4	28	5	nt	-3	-14	7	-0.9	-28
4	CCCC(=O)Nc1ccc(S(=O)(=O)N2CCOCC2)cc1	-8	2	16	4	-4	-1	-6	4	0.2	-16
5	CN(C(=O)c1ccc(NC(=O)Cc2cccc(NC(=O)C3CCCN(C(=O)c4ccccc4)C3)c2)cc1)C1CC1 (configuration not stated)	-8	3	5	1	29	-2	-1	-4	-0.3	-5
6	Cc1cc(C)c(NC2=NCC(=O)N2C2CCCCC2)c(C)c1	-6	12	21	0	5	0	-2	-2	0.0	-21
7	Cc1ccc(-n2ncc3c2CCCC3NC(=O)CCCN2CCCCC2=O)cc1C (configuration not stated)	-7	1	-8	5	4	2	-1	1	-0.9	8
8	O=C(Nc1nc(-c2ccccn2)cs1)c1cccc(-n2cnnn2)c1	14	2	nt	2	-39	-4	-10	3	-0.5	nt
9	CCC1CCCCN1C(=O)CSc1nnc(-c2ccc(OC)cc2)o1 (configuration not stated)	5	2	-5	-1	4	-2	1	-3	0.2	5
10	Cc1ccc(OCC(=O)Nc2cc(S(=O)(=O)N3CCOCC3)ccc2Cl)c([N+](=O)[O-])n1	-2	-2	-20	-3	4	7	-1	1	0.7	20
11	Cc1ncc(N=Nc2ccccc2)c(-c2ccccc2)n1	-3	-7	37	9	-3	nt	0	-2	3.0	-37
12	O=C(CCNC(=O)c1ccc([N+](=O)[O-])cc1)NC1CCCc2ccccc21 (configuration not stated)	6	1	-23	-1	-8	-2	2	3	1.1	23
13	CC1CCCC(n2cnc3cc(C(=O)O)ccc32)C1C (configuration not stated)	-5	3	38	3	-10	-1	-5	-1	1.4	-38
14	COC(=O)CN1C(=S)N(c2ccc(OC)cc2)C(=O)C1CC(=O)Nc1ccc(F)cc1 (configuration not stated)	-10	-11	-2	-4	-7	-2	-7	6	-0.9	2
15	CC(=O)Oc1ccc2ccccc2c1C(NC(=O)C(C)C)c1cccc([N+](=O)[O-])c1 (configuration not stated)	9	7	-32	4	-6	-2	-2	-2	0.0	32
16	CCOC(=O)N1CCN(C(=O)COc2ccccc2OC)CC1	8	nt	5	2	-1	-1	-1	3	4.0	-5
17	C=CCn1c(C)cc(C2=NNC(=NC(C)(C)C)SC2)c1C	-2	19	-2	7	-78	-1	1	7	-1.0	2
18	O=[N+]([O-])c1ccc(CN2CCN(c3ccc4ccccc4n3)CC2)cc1	7	20	9	-1	16	0	-4	1	-1.4	-9
19	Cc1cc(C)cc(NC(=O)CCc2c(C)nn(-c3ccc(N4CCCCC4)nn3)c2C)c1	10	35	-79	2	?	16	-6	1	1.0	79*
20	CC(C)(C)c1cc(N2CCOCC2)n2ncc(-c3ccc(Cl)cc3)c2n1	-15	4	-16	-4	35	-3	-1	2	-1.6	16

Continuation.
entry	canonical_smiles	PvdQ inh	Rtt109 HAT inh	SR-BI DiI-HDL act	HTR5A ag ctr	MITF TRPM1 HTS	Wnt act	dFosB activator	cardiac RTF act	CDK5 inh	SR-BI HDL uptake
21	COc1ccc(OC)c(NC(=O)CCN2CCN(C)CC2)c1	-14	-5	17	-2	nt	0	-3	-4	0.4	-17
22	Cc1cc(SCC(=O)N/N=C/c2ccccc2C(=O)O)c(C)cc1Br	23	-13	1	-2	9	-2	0	-1	-1.5	-1
23	COc1ccc(N(CC(=O)NC2CCCCC2)C(=O)CCCC(=O)Nc2ccccn2)cc1	-8	0	nt	3	-7	-3	-4	-7	-0.4	nt
24	CCN(C(=O)COC(=O)c1ccc2[nH]c3c(c2c1)CCCC3)C1CCS(=O)(=O)C1 (configuration not stated)	23	0	-63	-2	6	-1	-9	-4	-0.9	63
25	CC(C)n1c(O)c(/C=C2\C=NN=C2c2ccccc2)sc1=S	-12	-7	-34	-5	14	-4	8	4	-0.4	34
26	CC(C)Oc1ccc(C(=O)NCc2cccs2)cc1	-2	-14	4	5	43	7	-8	-2	2.3	-4
27	CC1=NN2C(=N)/C(=C\c3cc(C)n(-c4cccc(C)c4)c3C)C(=O)N=C2S1	13	-5	-32	-2	10	1	2	-6	2.6	32
28	COc1ccc(Br)cc1/C=C/C(=O)Nc1ccc2ccccc2c1	-13	-1	-50	4	12	6	4	-6	1.1	50
29	CN(CCOCCOc1ccc2ccccc2c1)Cc1ccccc1	-1	7	6	-1	nt	-3	-8	-4	0.3	-6
30	O=C(c1cccc(Br)c1)N1CCN(S(=O)(=O)N2CCCCCC2)CC1	-1	9	-13	1	12	1	-1	-7	0.3	13
31	CC(=O)OCC(OC(C)=O)C(OC(C)=O)C(OC(C)=O)C(=O)Nc1ccccc1 (configuration not stated)	14	6	24	1	-1	4	-6	-3	1.5	-24
32	O=C(NC1(C(F)(F)F)N=C(c2ccccc2)NC1=O)c1ccccc1F (configuration not stated)	23	-5	3	3	-7	nt	5	3	0.1	-3
33	CC1(C)SC2c3ccccc3C(=O)N2C1C(=O)O (configuration not stated)	-4	-1	8	-2	-10	0	0	-5	-1.3	-8
34	O=C(COc1ccc(S(=O)(=O)N2CCOCC2)cc1Cl)NC1CC1	-6	-4	6	-4	4	-1	3	-1	-2.4	-6
35	COc1cccc(-c2noc(C3CCCN(S(=O)(=O)c4cccc(Cl)c4C)C3)n2)c1 (configuration not stated)	-1	-12	13	4	24	nt	0	-2	-1.0	-13
36	COc1ccc(NCC(=O)N/N=C(\C)c2cc3ccccc3o2)cc1	-9	3	7	10	5	-3	-6	2	-1.1	-7
37	CCN(CC)CC(=O)Nc1cccc(S(=O)(=O)N2CCCC2)c1	0	4	-3	-2	2	-3	-3	-1	1.0	3
38	CCOc1ccc(S(=O)(=O)N2Cc3ccccc3CC2C(=O)O)cc1 (configuration not stated)	-10	-3	-7	2	8	-2	0	2	-3.2	7
39	CC(Sc1nc(N)cc(N)n1)C(=O)Nc1ccc(N2CCOCC2)cc1 (configuration not stated)	-9	-8	2	-7	14	1	-10	13	0.6	-2
40	CC(/C=N/NC(=O)C(O)c1ccccc1)=C\c1ccccc1 (configuration not stated)	9	21	-22	7	42	nt	-2	7	5.7	22

Following part:
entry	canonical_smiles	PvdQ inh	Rtt109 HAT inh	SR-BI DiI-HDL act	HTR5A ag ctr	MITF TRPM1 HTS	Wnt act	dFosB activator	cardiac RTF act	CDK5 inh	SR-BI HDL uptake
41	Nn1c(=O)[nH]c2c([nH]c3ccccc32)c1=O	-8	2	14	-3	-39	0	6	0	0.8	-14
42	COc1ccc(S(=O)(=O)N2Cc3ccccc3CC2C(=O)O)cc1 (configuration not stated)	24	-5	29	-3	nt	nt	-4	7	-1.5	-29
43	O=C(CCC(=O)N1CCN(c2ccccc2F)CC1)c1ccc(Cl)s1	8	0	-1	-2	-10	0	-10	-3	-1.2	1
44	Cc1cccc2nc(Cn3c(=O)n(CCC(=O)NCc4ccco4)c(=O)c4sccc43)cc(=O)n12	-3	-13	2	1	13	nt	1	7	-0.2	-2
45	CCOC(=O)[C@H]1[C@H]2COc3ccc(Cl)cc3[C@@H]2N2C(=O)c3cc(F)c(F)cc3NC(=O)[C@@]12C	-13	-2	9	19	-1	-1	2	3	0.9	-9
46	c1ccc(CC(Cc2ccccc2)c2ccccn2)cc1	-16	-6	3	2	6	5	10	11	-1.0	-3
47	Cc1cc(NC(=O)c2cc3nc(C4CC4)cc(C(F)(F)F)n3n2)no1	-2	-6	-22	-10	9	nt	2	2	-2.3	22
48	CCC(C)[C@H](NC(=O)NCc1cccc(OC)c1)C(=O)O (some centres not stated)	-8	-9	8	4	7	nt	-8	-3	-0.8	-8
49	O=C(O)CCC(=O)N1CCOc2ccc(Cl)cc21	-13	3	8	3	3	nt	-3	5	-0.2	-8
50	O=C(NCCc1ccccn1)c1cc(-c2ccc(Cl)cc2)nc2ccccc12	-7	-1	-54	1	-3	-1	-17	0	1.7	54
51	CC(C)NC(=O)NC(=O)COc1ccc(Br)cc1Br	-12	-8	13	6	36	25	-5	4	-3.7	-13
52	CC12CCC(C(=O)N(c3ccccc3Cl)C1=O)C2(C)C (configuration not stated)	-14	-3	9	-2	-1	-3	-5	0	-0.8	-9
53	CCOCCn1c(=O)c2c(nc3n2CCN3c2ccc(C)cc2)n(C)c1=O	-11	-19	-22	nt	2	0	5	0	-2.0	22
54	CN(C)c1cc(NC(=O)CNC(C)(C)CC(C)(C)C)c2ccccc2n1	-13	-2	-10	-2	1	-4	1	4	-3.3	10
55	COc1ccc(Nc2oc(COc3ccccc3F)nc2C#N)cc1	-10	10	-8	2	-24	-3	-1	2	1.5	8
56	Cc1cccc(OCc2nnc(SCC(=O)N3CCN(c4ccccc4)CC3)o2)c1C	-7	-7	-22	-2	nt	nt	-8	-6	1.4	22
57	Cc1ccccc1-n1nc2c(c1NC(=O)/C=C\c1ccc3c(c1)OCO3)CSC2	-9	0	-56	4	nt	-3	-7	-5	1.2	56
